Bioassay records (PubChem BioAssay)
TDP1 inh – TDP1 (human) enzyme inhibition. Q9NUW8. recombinant TDP1, AlphaScreen DNA substrate cleavage. Potency, µM (doses to about 130 µM), for the others: top-dose activity change, negative = inhibition, most hits filed as inhibitors. actives 0.28% (n = 350,000); also: nearly all actives have a fitted effect of over 40% in size
Target sequence (Q9NUW8 whole entry, looked up): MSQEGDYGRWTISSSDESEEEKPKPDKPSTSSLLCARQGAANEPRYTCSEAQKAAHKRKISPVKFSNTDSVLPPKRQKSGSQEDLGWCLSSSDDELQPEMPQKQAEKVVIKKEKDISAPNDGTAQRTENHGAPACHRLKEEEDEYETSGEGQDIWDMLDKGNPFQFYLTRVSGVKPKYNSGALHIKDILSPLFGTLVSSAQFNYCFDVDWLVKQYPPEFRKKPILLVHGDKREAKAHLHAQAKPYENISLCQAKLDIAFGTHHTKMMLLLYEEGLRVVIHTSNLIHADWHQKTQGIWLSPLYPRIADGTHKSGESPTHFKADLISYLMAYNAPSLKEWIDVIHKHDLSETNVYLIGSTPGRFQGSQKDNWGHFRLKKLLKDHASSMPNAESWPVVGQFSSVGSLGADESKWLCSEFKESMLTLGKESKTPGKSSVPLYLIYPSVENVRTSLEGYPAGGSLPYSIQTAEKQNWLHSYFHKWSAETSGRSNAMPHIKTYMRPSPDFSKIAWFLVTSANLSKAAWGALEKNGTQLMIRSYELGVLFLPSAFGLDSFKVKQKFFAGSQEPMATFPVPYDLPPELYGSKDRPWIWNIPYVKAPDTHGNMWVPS
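E. coli-derived human Tdp1, 1 nM final. Cpd preinc 15 min RT; substrate 15 nM final, 5 min RT; AS bead mix 10 ug/ml final, 10 min RT. Signal loss = tyrosine-FITC cleavage. No-enzyme wells = max signal.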
N370S GC mod – inhibitors or activators of N370S glucocerebrosidase for Gaucher disease | P04062 | N370S GC spleen homogenate, 4MU-glucoside fluorescence | Potency, µM (highest dose often 59.4 µM), inactives show at the highest dose activity change, negative = inhibition, usual class: inhibitors | actives 0.092% (n = 330,000) | AID 2101;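 also: 0% = full enzyme activity and -100% = no enzyme basal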
FEN1 inhibitor – inhibitors of human flap endonuclease 1; P39748; Recombinant FEN1 flap cleavage, fluorescence, 15 min; Potency, µM (top dose mostly 114 µM), without a hit: top-dose activity change, negative = inhibition, actives largely listed as inhibitors; actives 0.35% (n = 390,000); also: nearly all actives have a fitted effect of over 65% in size
Target sequence (P39748 whole entry, looked up): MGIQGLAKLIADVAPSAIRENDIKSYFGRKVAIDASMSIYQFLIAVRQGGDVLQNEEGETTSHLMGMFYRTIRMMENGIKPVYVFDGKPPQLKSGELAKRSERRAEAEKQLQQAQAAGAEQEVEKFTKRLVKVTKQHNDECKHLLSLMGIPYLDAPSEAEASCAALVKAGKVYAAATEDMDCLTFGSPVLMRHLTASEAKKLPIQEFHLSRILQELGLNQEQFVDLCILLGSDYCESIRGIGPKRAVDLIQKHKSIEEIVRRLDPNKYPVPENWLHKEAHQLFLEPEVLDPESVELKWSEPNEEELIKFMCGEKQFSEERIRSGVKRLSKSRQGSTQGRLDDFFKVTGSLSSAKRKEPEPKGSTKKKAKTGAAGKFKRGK
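Steps: FEN1 (10 nM) dispensed; compound added by pin tool; 15 min at room temperature; substrate added to 50 nM final; reads at 0 min and 15 min; data normalized and fitted (four-parameter Hill).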
The depositor's hits bear a star; ? = inconclusive; · = no result given; & = joins results of further samples; [ ] = remark or other dose. Calls follow the shape of the dose curve; as a rule, active = well fitted curve in the direction sought with a large enough effect; inconclusive = small, poorly fitted or top-dose-only effect, or another doubt; inactive = no such curve, though single readings can be large; an effect the other way counts as inactive or inconclusive. Unless noted, % is scaled to controls: 0 for no effect and ±100 for the full control effect; potency is read from the fitted curve at half-maximal effect.

SMILES	TDP1 inh	N370S GC mod	FEN1 inhibitor
CC1CCCN(C(=O)c2ccc3c(c2NCCO)C(=O)c2ccccc2C3=O)C1 (stereo not given)	13.7%	2.0%	?
O=C1C=C(Nc2ccc(Cl)cc2)CC(c2ccc(Cl)cc2)C1 (stereo not given)	-2.9%	-16.8%	-11.1%
CCN1C(=O)C(O)(C2COC(C)(C)CC2=O)c2ccccc21 (stereo not given)	1.9%	-19.7%	0.5%
C/C(=N\NC(=O)CSc1nnc(C)s1)c1ccc(Cl)cc1	0.6%	4.7%	-6.0%
Cc1ccc(NC(=O)C(C)OC(=O)CCC2CCCCC2)cc1 (stereo not given)	-20.7%	4.1%	5.5%
CN(C)c1ccc(C(CNC(=O)c2ccc(C(C)(C)C)cc2)N2CCCC2)cc1 (stereo not given)	8.8%	·	-7.2%
Nc1ccccc1SCC(=O)Nc1ccc2c(c1)OCO2	2.0%	3.3%	-11.6%
COc1cccc(NS(=O)(=O)c2ccc3c(c2)NC(=O)C(C)C(=O)N3)c1 (stereo not given)	·	-13.4%	0.6%
COc1ccc(C(CNC(=O)COc2ccc(Br)cc2F)N2CCCC2)cc1 (stereo not given)	2.7%	3.1%	3.3%
Cc1ccc(C(=O)CN2C(=O)NC3(CCCCC3C)C2=O)s1 (stereo not given)	1.6%	·	18.7%
COc1ccc2c(c1)SCCC2=O	-3.0%	5.1%	-3.1%
COc1cc(N)c(Cl)cc1C(=O)OCC(=O)NC(=O)NCc1ccco1	-14.5%	·	-2.1%
CCOC(=O)C1CCN(C(=O)CNC(=O)c2nn(-c3ccc(OC)cc3)c(=O)c3ccccc23)CC1	3.8%	-6.9%	2.7%
CN(C)[C@@H](CO)c1nnc([C@H](CCC(=O)O)NC(=O)C2CCNCC2)o1	5.1%	-1.9%	2.8%
CC(C)(C)c1ccc(-c2nc(O)c(CC(=O)O)s2)cc1	-7.5%	-3.6%	·
COc1ccc(C)cc1NS(=O)(=O)c1cc(C)ccc1C	-2.0%	-15.5%	7.0%
CCCCNCc1ccc(OCc2ccc(Cl)nc2)c(OC)c1	·	-2.4%	1.6%
O=C(/C=C/c1c(F)cccc1Cl)Nc1nn[nH]n1	-2.5%	1.2%	7.3%
CCC1(c2ccccc2)NC(=O)N(CC(=O)Nc2ccccc2N2CCCC2)C1=O (stereo not given)	6.1%[0.505 µM]	-8.9%	-1.8%
CC1CN(c2cc(=O)n(-c3ccccc3)c(=O)[nH]2)CC(C)O1 (stereo not given)	-5.2%	-20.3%	7.6%
O=C(Nc1nnc(C2=COCCO2)o1)c1ccc(S(=O)(=O)N2CCOCC2)cc1	6.9%	-4.1%	-6.6%
N/C(=N\OC(=O)CCCc1ccccc1)c1ccc(Br)cc1	·	5.2%	-11.1%
Cc1cccc(NC(=O)N2CCC(N3CCN(Cc4ccccc4)C(=O)C3=O)CC2)c1C	7.4%	·	0.3%
O=C(O)CSc1nc2ccccc2n1Cc1ccccc1	3.8%	-10.1%	-1.2%

Shown with two lines to a compound: entries from further up
Screens in order: TDP1 inh, N370S GC mod, FEN1 inhibitor
- COc1cccc(NS(=O)(=O)c2ccc3c(c2)NC(=O)C(C)C(=O)N3)c1 (stereo not given)
    ·, -13.4%, 0.6%
- COc1ccc(C(CNC(=O)COc2ccc(Br)cc2F)N2CCCC2)cc1 (stereo not given)
    2.7%, 3.1%, 3.3%
- Cc1ccc(C(=O)CN2C(=O)NC3(CCCCC3C)C2=O)s1 (stereo not given)
    1.6%, ·, 18.7%
- COc1ccc2c(c1)SCCC2=O
    -3.0%, 5.1%, -3.1%
- COc1cc(N)c(Cl)cc1C(=O)OCC(=O)NC(=O)NCc1ccco1
    -14.5%, ·, -2.1%
- CCOC(=O)C1CCN(C(=O)CNC(=O)c2nn(-c3ccc(OC)cc3)c(=O)c3ccccc23)CC1
    3.8%, -6.9%, 2.7%

(continued)
SMILES	TDP1 inh	N370S GC mod	FEN1 inhibitor
CC(C(=O)NCCCN1CCOCC1)n1cccc1C(=O)c1ccccc1 (stereo not given)	4.9%	-6.9%	-12.0%
COc1ccc(S(=O)(=O)N2CCC(C(=O)NCc3ccccn3)CC2)cc1Cl	4.1%	-10.5%	-0.9%
O=C(COC(=O)c1ccc2c(c1)OCCO2)NCCc1ccc(F)cc1	-0.3%	·	-4.6%
COC(=O)c1ccccc1NC(=O)c1nc(S(=O)(=O)Cc2ccccc2)ncc1Cl	7.2%	-12.3%	14.5%
CN(C)CCCn1cc(C2=C(c3c[nH]c4ccccc34)C(=O)NC2=O)c2ccccc21	20.7%&23.2%&21.4%	?	·
CN(C)C(=O)N1CCC(C(=O)NCc2ccccc2)CC1	2.2%	-4.1%	8.7%
NC(=O)C1CCN(C(=O)c2cc(-c3ccccc3Cl)nc3ccccc23)CC1	0.4%	·	9.2%
Cc1cccc(OCC(=O)Nc2ccc(N3CCN(S(C)(=O)=O)CC3)cc2)c1C	2.9%	6.6%	-12.8%
COc1ccccc1CNC(=O)CCn1c(=O)[nH]c2ccsc2c1=O	-2.4%	0.4%	0.2%
NC(=O)COC(=O)c1cc(=O)[nH]c2ccccc12	0.0%	6.0%	-1.2%
CCN1C(=O)c2cccc3c(S(=O)(=O)NCC4CCCO4)ccc1c23 (stereo not given)	·	6.9%	-14.4%
Cc1cnc(C(=O)OC(C(=O)Nc2cc(C(F)(F)F)ccc2Cl)c2ccccc2)cn1 (stereo not given)	-12.9%	-7.6%	-18.7%
Cc1cc(=O)c2c(O)cc(O)c(C)c2o1	6.8%[56.1 µM]	11.6%	·
COc1ccc(S(=O)(=O)c2cn(Cc3ccccc3)c3ccc(OC)cc3c2=O)cc1	3.8%	·	9.1%
NC(=O)c1ccc(Cl)c2ccccc12	2.9%	0.7%	1.5%
COc1ccccc1C(=O)N(c1ccc(C)cc1)S(=O)(=O)c1ccc(Cl)cc1	-0.4%[12.3 µM]	·	-11.0%
O=C(c1ccc(Cl)cc1)c1c[nH]c(C(=O)NNc2ccccc2)c1	6.7%	3.6%	4.8%
NC(=S)NNC(=S)Nc1ccccc1	5.1%	-3.7%	-1.2%
N/C(=N\OC(=O)Cc1cccs1)c1ccccc1	-5.9%	7.6%	-19.0%
COCC(=O)NCCc1nc2ccccc2[nH]1	6.2%	-8.1%	-4.9%
CC(C)c1ccccc1NC(=O)COC(=O)C1(C)CC1(Cl)Cl (stereo not given)	3.8%	11.3%	-10.4%
CSc1ccccc1C(=O)C1CCCN(S(=O)(=O)N(C)C)C1 (stereo not given)	3.6%	-5.6%	-15.1%
CCn1cc(C(=O)N2CCCC2)c(=O)c2cc(S(=O)(=O)N3CC(C)CC(C)C3)ccc21 (stereo not given)	-0.2%	5.5%	-13.0%
CCc1ccc(S(=O)(=O)c2nnn3c2nc(N(CC)Cc2ccccc2)c2cc(Cl)ccc23)cc1	-3.9%	·	14.1%
CC(C)c1nc2sc3c(c2c(=O)n1N)CC(C)(C)OC3	-3.8%	-2.3%	-8.3%
O=[N+]([O-])c1c(C(Cl)Cl)nn(-c2ccc(Cl)cc2)c1N1CCCCC1	2.7%	4.4%	-2.8%
COc1ccccc1NC(=O)COC(=O)c1ccc2c(c1)OCCO2	0.5%	·	6.5%
O=C(CNc1ccccc1F)Nc1cc(S(=O)(=O)N2CCCCC2)ccc1Cl	0.9%	·	-18.7%
Clc1ccc(OCCCCN2CCc3ccccc3C2)cc1	-2.4%	0.4%	-19.7%
Cc1ccc(-c2nc(S(=O)(=O)c3ccc(C)cc3)c(SCC(N)=O)o2)cc1	-10.8%	0.6%	8.4%
CC(c1ccc(F)cc1)n1c(-c2ccc3ccccc3n2)n[nH]c1=S (stereo not given)	3.8%	22.2%	-9.0%
CC(C)=NOc1nc(N(C)C)nc(N(C)C)n1	0.6%	21.1%	-2.2%
c1ccc(-c2cc(N3CCCCCC3)n[nH]2)cc1	9.1%	?	-1.5%
COCCNC(=S)N1CCN(S(=O)(=O)c2ccc(Cl)s2)CC1	1.7%	-28.8%	-7.2%
CC1(C)CC(=O)c2c(Cc3ccccc3)noc2C1	2.7%	16.6%	1.5%
FC(F)(F)c1ccc(/C=N/NC(=S)NC2CCCCC2)cc1	8.3%	3.2%	-0.3%

A draw from above in order of formula weight, smallest number first.
SMILES	TDP1 inh	N370S GC mod	FEN1 inhibitor
CC(C)=NOc1nc(N(C)C)nc(N(C)C)n1	0.6%	21.1%	-2.2%
c1ccc(-c2cc(N3CCCCCC3)n[nH]2)cc1	9.1%	?	-1.5%
CC1(C)CC(=O)c2c(Cc3ccccc3)noc2C1	2.7%	16.6%	1.5%
Clc1ccc(OCCCCN2CCc3ccccc3C2)cc1	-2.4%	0.4%	-19.7%
O=[N+]([O-])c1c(C(Cl)Cl)nn(-c2ccc(Cl)cc2)c1N1CCCCC1	2.7%	4.4%	-2.8%

Going on with the list:
SMILES	TDP1 inh	N370S GC mod	FEN1 inhibitor
CCOc1ccc(C(=O)NCc2ccc3c(c2)OCO3)cc1	2.1%	8.6%	18.3%
O=C(Nc1ccccn1)Nc1cccs1	-0.7%	?	-1.0%
O=C([C@@H]1Cc2ccccc2CN1)N1CCN(Cc2ccccc2)CC1	·	-5.3%	-11.7%
CC(C)(C)N1NC(=O)Nc2ccccc2C1=O	5.7%	-6.3%	7.1%
CCC(=O)NC(c1cccs1)c1cc(Cl)c2cccnc2c1O (stereo not given)	1.5%&5.6%	-1.8%	-20.3%
Cc1ccccc1-c1nc2scc(CCNS(=O)(=O)c3ccccc3)n2n1	6.5%	·	-16.7%
CCOCCOc1cccc(C(=O)NC(c2ccccc2)c2ccccc2)c1	2.8%	2.7%	3.7%
COC(=O)c1ccccc1NC(=O)c1cnc2sccn2c1=O	4.2%	11.1%	-1.9%
O=C(c1ccc(Cl)cc1)N1CCCCC(Sc2nnc(-c3ccc4c(c3)OCO4)o2)C1=O (stereo not given)	0.2%	21.9%	0.0%
O=C(CCCC1=NS(=O)(=O)c2ccccc2N1)N1CCN(c2ccc(Cl)cc2)CC1	2.6%	-3.1%	-20.8%
O=C(COC(=O)c1cccc(-n2cnnn2)c1)Nc1c(Cl)cccc1C(F)(F)F	1.2%	-4.6%	4.1%
CCNC(=O)c1ccc(NS(=O)(=O)c2ccc3[nH]c(=O)[nH]c3c2)cc1	5.4%	-4.7%	-18.6%
O=C(N/N=C/c1ccc(N2CCCCC2)o1)c1ccccc1[N+](=O)[O-]	2.6%	1.7%	9.3%
O=C(N/N=C/C(Br)=C/c1ccccc1)c1cnccn1	8.2%	2.5%	1.6%
Cc1cccc(-n2c(SCC(=O)Nc3ccccc3C)nc3c(oc4ccccc43)c2=O)c1	2.0%	·	0.2%
Cc1c(Br)c([N+](=O)[O-])nn1CC(=O)NCc1cccs1	1.9%	4.5%	-7.6%
O=C(Cc1c(F)cccc1Cl)NCCN1CCOCC1	3.0%	13.6%	9.4%
CCOc1ccc(CCNC(=O)CCc2nnc3ccc(N4CCOCC4)nn23)cc1	·	-1.5%	-6.4%
CC(C)C[C@@H]1NC(=O)N(CCCn2ccnc2)C1=O	·	1.9%	-11.0%
CC1C/C(=N/NC(=O)c2ccc(CSc3nc4ccccc4[nH]3)cc2)CC(C)(C)C1 (stereo not given)	5.5%	-11.4%	-0.9%
Cc1cc(S(=O)(=O)Nc2ccc3ccccc3c2)c(C)s1	0.0%	-0.8%	-14.4%
COC(=O)c1cnc(Oc2ccc(NC(=O)NC(=O)c3c(F)cccc3Cl)cc2)cc1C(F)(F)F	6.3%	0.7%	?
COc1cc(/C=N/NC(=O)c2ccncc2)ccc1OCCN1CCCCC1	-2.6%	-3.1%	-2.8%
CCC(C)(C(=O)NC1CCCC1)N(Cc1cccs1)C(C)=O (stereo not given)	2.4%	2.1%	-0.2%
O=C(Cn1nc(-c2ccc(N3CCOCC3)c([N+](=O)[O-])c2)c2ccccc2c1=O)N1CCCCC1	3.0%	3.4%	-1.1%
CCOc1ccccc1C(=O)NC1CC2CCCC(C1)N2Cc1nnnn1Cc1ccco1 (stereo not given)	5.0%	7.0%	-11.0%
C=C(C)CSc1nc2sc3c(c2c(=O)n1CCCC)CCCC3	1.0%[2.28 µM]	·	-1.5%
COc1ccc(C(=O)Nc2ccc(N3CCN(C(=O)C(C)C)CC3)cc2)cc1[N+](=O)[O-]	-4.7%	4.2%	-7.0%
S=C(Nc1ccccc1)N1CCN(C2CCCCC2)CC1	4.1%	-2.3%	0.1%
CCOc1ccc(S(=O)(=O)NCc2cccnc2)cc1	·	2.9%	4.7%
CN(C)C(=O)Cn1c(SCC(=O)NCc2ccc3c(c2)OCO3)nc2ccccc21	-1.6%[56.1 µM]	9.1%	0.7%
Cc1cc(S(=O)(=O)N2CCCC(N(C)CCc3ccccn3)C2)c(C)s1 (stereo not given)	4.2%	-4.6%	·
COc1cc(/C=N/O)ccc1OCc1ccccc1Cl	-2.6%	5.2%	-4.5%
COc1ccc(/C=N/N=C2/SCC(=O)N2Cc2ccccc2)cc1	6.0%	8.2%	1.8%
CCn1c(C)cc(/C=C2\NC(=O)N(CC(=O)Nc3ccc(F)cc3)C2=O)c1C	3.6%	9.0%	-1.9%
Cc1ccc(C(=O)NCC(=O)N2CCC(Cc3ccccc3)CC2)cc1	2.7%	-11.4%	-3.8%
O=C(NCc1cccnc1)Nc1ccc(Cl)cc1Cl	0.0%	-3.1%	-19.2%
